# Screens as filed in PubChem.
# TcdB GH inh – inhibitors of Clostridioides difficile toxin B glycohydrolase; AID 652162; inhibition, % at 9.99 µM; 0.24% of 350,000 active; TcdB glycohydrolase enzymatic assay, plate reader; P18177; in the data active = inhibition above about 10%
# Y pestis TopoI – blocks Yersinia pestis topoisomerase I activity; Y. pestis Topo-I cleavage product accumulation, plate reader; activity, % at 10 µM; 0.064% of 360,000 active; in the data active = activity above about 50%, passing the limit was not always enough; inconclusive = no clear call, values can overlap the other calls; note: inactives centre near 2
# CCHFV vOTU inh – CCHFV vOTU protease inhibition; Pep-AMC fluorescence; inhibition, % at 11.5 µM; 0.55% of 370,000 active; in the data active = inhibition above about 30%; note: 0% = vehicle wells with enzyme and 100% = no enzyme wells
# FadD28 binding – inhibitors of Mycobacterium tuberculosis FadD28 bisubstrate binding; FadD28 bisubstrate probe binding, fluorescence polarization; inhibition, % at 12.5 µM; 0.22% of 360,000 active; AID 588549; in the data active = inhibition above about 8.5%, passing the limit was not always enough; inconclusive = no clear call, values can overlap the other calls
# BoNT A protease – blocks Botulinum neurotoxin A light chain protease. multiplex microsphere protease substrate cleavage, flow cytometry. inhibition, % at 10 µM. 0.17% of 360,000 active. AID 588499; note: plate controls were buffer without enzyme for full effect and enzyme alone for no effect
# PrPC surface inh – reduces human prion protein on the cell surface; AID 720596; P04156; cell surface PrPC, TR-FRET read-out; 0.43% of 370,000 active; inhibition, % at 13.8 µM; in the data active = inhibition above about 24%; note: 0% = median of the test wells and 100% = reference compound wells
# PfHsp40 rescue – compounds rescuing yeast from Plasmodium falciparum HSP40 toxicity | growth rescue, % at 12.5 µM | 0.68% of 340,000 active | S. cerevisiae expressing PfHsp40, growth rescue, ATP luminescence; in the data active = growth rescue above about 28%, passing the limit was not always enough; inconclusive = no clear call, values can overlap the other calls;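 note: yeast W303a lacking pdr1 and pdr3 grown in galactose medium; growth measured after three days at 30 °C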
# Anthrax LF prot – anthrax lethal factor protease inhibition | P15917 | inhibition, % at 10 µM | 0.12% of 360,000 active | AID 588501 | multiplex microsphere protease cleavage assay, LF; note: plate controls were buffer without enzyme for full effect and enzyme alone for no effect
# Target sequence (P15917 whole entry, looked up): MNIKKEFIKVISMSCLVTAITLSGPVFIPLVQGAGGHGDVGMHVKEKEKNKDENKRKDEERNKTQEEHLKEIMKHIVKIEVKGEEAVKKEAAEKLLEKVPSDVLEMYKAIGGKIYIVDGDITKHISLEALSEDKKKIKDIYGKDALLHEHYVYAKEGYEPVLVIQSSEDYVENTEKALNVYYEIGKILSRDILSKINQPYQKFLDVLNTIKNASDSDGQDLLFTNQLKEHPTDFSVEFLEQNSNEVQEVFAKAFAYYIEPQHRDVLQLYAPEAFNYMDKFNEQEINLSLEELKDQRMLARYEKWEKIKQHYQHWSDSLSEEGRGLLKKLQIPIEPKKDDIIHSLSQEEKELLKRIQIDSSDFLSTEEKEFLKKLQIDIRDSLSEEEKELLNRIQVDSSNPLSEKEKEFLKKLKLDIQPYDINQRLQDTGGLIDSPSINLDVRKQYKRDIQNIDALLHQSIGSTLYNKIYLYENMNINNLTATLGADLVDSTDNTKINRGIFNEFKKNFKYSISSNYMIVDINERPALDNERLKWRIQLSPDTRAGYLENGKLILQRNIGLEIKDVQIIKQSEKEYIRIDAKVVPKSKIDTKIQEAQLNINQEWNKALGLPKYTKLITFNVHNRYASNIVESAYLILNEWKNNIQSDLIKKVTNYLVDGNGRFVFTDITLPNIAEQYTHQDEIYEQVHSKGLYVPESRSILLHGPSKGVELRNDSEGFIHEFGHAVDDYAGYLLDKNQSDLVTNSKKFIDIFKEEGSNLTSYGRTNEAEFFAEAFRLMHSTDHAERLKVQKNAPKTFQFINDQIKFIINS
# BoNT-F LC inh – inhibitors of Botulinum neurotoxin F light chain protease | Multiplex microsphere protease cleavage assay, flow cytometry | inhibition, % at 10 µM | 0.22% of 360,000 active | AID 588497; in the data active = inhibition above about 35%, passing the limit was not always enough; inconclusive = no clear call, values can overlap the other calls; note: plate controls were buffer without enzyme for full effect and enzyme alone for no effect
# * marks the source's active call; other numbers are inactive results; ? = inconclusive; . = not tested or not shown. Cut-off read from the data, not from the text of the source, unless noted: active = inhibition above about 30%; inconclusive = no clear call, values can overlap the other calls; inactive = below that. Outcome played no part in choosing rows; 2.3% or so of the library scored in one or more.
# Every second line gives: TcdB GH inh, Y pestis TopoI, CCHFV vOTU inh, FadD28 binding, BoNT A protease, PrPC surface inh, PfHsp40 rescue, Anthrax LF prot, BoNT-F LC inh
- CCCCOC(=O)C(C)Nc1n[nH]c(=O)[nH]c1=O (stereo not given)
    ., 3, 14, -4.3, 1.2, 7, -0.5, 2, 18
- Cc1csc(SCC(=O)Nc2ccc(S(=O)(=O)N3CCCC3)cc2)n1
    ., 17, -14, -2.8, 0.4, -3, -0.5, 2, 0
- CCOC(=O)c1c(N)c2cc([N+](=O)[O-])ccc2n1C
    3.3, 4, 7, -1.6, ?, -13, 4.5, -2, ?
- c1ccc(OCc2nn3c(-c4n[nH]c5c4CCC5)nnc3s2)cc1
    ., -4, 17, -1.4, -0.7, -6, 0.9, 1, -8
- NC(=O)C1CCN(c2nc(-c3ccc4occc(=O)c4c3)cs2)CC1
    ., -2, -5, -4.4, -0.2, -2, -1.5, -3, 0
- CCOc1cccc(Oc2ncccc2C(=O)/C(C#N)=C/N(C)C)c1
    ., 3, 12, -0.2, 0.0, 8, 0.6, 3, 7
- O=S1(=O)CCC(n2ncc3c2/C(=C/c2ccccc2)CC3)C1 (stereo not given)
    1.1, 0, -10, -1.4, -0.5, 0, 1.0, -1, -1
- CC(C)(C)C(=O)CN1C(=O)NC(c2ccccc2)(c2ccccc2)C1=O
    0.9, 4, 7, -0.3, 0.5, 8, 1.5, 0, -1
- Cn1c(=O)c2[nH]c(CNCc3ccccc3Cl)nc2n(C)c1=O
    ., 0, -1, 1.1, -0.7, 12, -0.2, -8, -38
- CCOC(=O)C1=C(CS(=O)(=O)c2ccccc2)NC(=O)NC1c1ccccc1OC (stereo not given)
    1.1, 5, -4, -1.7, -0.7, 6, -1.4, 0, 2
- CCCOC(=O)c1c(NC(=O)C2CCCO2)sc(C(=O)OC)c1C (stereo not given)
    1.1, 10, 6, -0.1, -0.4, -6, -1.6, -3, -8
- COC(=O)c1cc(/C=C/c2ccccc2)[nH]n1
    -0.4, -7, -1, -4.3, 2.1, 4, 2.5, 5, ?
- CCOc1ccc(C(=O)NCCCN(CC)CC)cc1
    ., -4, -9, -3.0, -0.4, -1, -0.8, 0, -5
- COc1cc(C(=O)NCC(c2cccs2)N2CCc3ccccc32)cc(OC)c1OC (stereo not given)
    0.8, 9, -12, -1.8, -1.8, -3, 0.1, -4, -7
- O=C(NCc1ccc(N2CCCC2=O)cc1)c1cn(Cc2ccccc2)nn1
    ., 10, 1, -1.2, -0.9, 4, 0.7, -4, 6
- CC1(C)Cc2cccc(OCC(=O)Nc3ccccc3F)c2O1
    0.6, 16, -3, -4.1, -3.1, 3, -0.3, 2, -7
- Cn1c(C=O)c(C#CC(C)(C)O)c2ccccc21
    -0.2, -8, 8, -1.0, 1.0, 4, 1.9, 2, -4
- CCCN(CCC)c1c([N+](=O)[O-])c(=O)oc2ccccc12
    ., -2, -14, -0.2, -1.3, -3, 0.2, 0, 2
- O=S(=O)(c1c(F)cccc1F)C1CCN(S(=O)(=O)c2ccc3c(c2)OCCO3)CC1
    0.6, -7, 0, 0.2, 0.4, -2, -0.8, 0, 6
- O=C(NC1CCCCC1)N1Cc2ccccc2-n2nncc2C1
    0.8, -7, -4, -3.2, 0.0, -2, -1.2, -3, 1
- C[C@@H](NC(=O)[C@@H]1Cc2ccccc2CN1C(=O)OC(C)(C)C)C(=O)NCC1CCCO1 (stereo not given in full)
    -0.6, 2, -10, 1.1, 1.0, 5, 3.5, 0, 3
- Cc1c(Cl)cccc1NC(=O)CN1CCC(NC(=O)C2CCCCC2)CC1
    ., 3, -16, -3.6, -0.6, -2, -0.8, -4, -1
- Clc1cccc(NC2=NCCC2)c1
    -0.4, 0, 10, -0.8, 0.0, 1, -2.0, -7, -2
- Cc1ccc(S(=O)(=O)c2c(COC(=O)c3cccc(Cl)c3)c(-c3ccccc3)nn2C)cc1
    ., 12, 6, -0.1, 0.0, -3, -0.5, -11, -5
- CCOC(=O)c1ccc(C(=O)OCC)c(NC(=S)Nc2ccc([N+](=O)[O-])cc2OC)c1
    ., -3, -40, -3.3, 0.7, -7, 1.3, -1, 1
- CCOCCCNCc1c(Cl)cccc1Cl
    1.0, 2, -9, -0.2, -1.1, 1, -1.1, 1, 1
- NNC(=O)CSc1nnnn1-c1ccccc1
    -1.4, 13, 3, -1.7, -0.5, -4, -1.5, -3, -10
- CCOC(=O)C1(CCOc2ccccc2)CCN(Cc2ccc(O)cc2)CC1
    1.2, 0, 2, -2.9, ?, 7, -1.7, 2, ?
- Cc1ccc(C(=O)CNc2ccc(F)cc2)cc1
    -1.2, 44, 6, -2.4, 0.5, 1, -0.8, 0, 2
- Cc1cc(C)c(N2C(=O)C3C4CC(=O)C(c5ccccc54)C3C2=O)c(C)c1 (stereo not given)
    0.5, -4, 13, -0.4, -0.5, 13, -0.6, 0, 9
- CCOc1ccc(S(=O)(=O)NCCC(=O)NCc2ccccn2)cc1
    11*, 10, 1, -1.1, 1.8, -1, -1.1, 0, 0
- CN(CC(=O)NCCc1ccccc1)Cc1ccco1
    1.5, -2, 16, -0.2, 0.5, -3, -1.6, -1, 0
- CCCCn1c(=O)c(C(=O)NCc2ccco2)c(O)c2ccccc21
    0.0, 4, -5, -1.7, -1.4, 9, 0.5, -4, -5
- Cc1noc(C)c1S(=O)(=O)Nc1c(C)n(C)n(-c2ccccc2)c1=O
    ., 2, 3, -2.2, 0.0, 2, 0.5, 4, -9
- CC(C)Oc1ccc(C(CC(=O)N2CCOCC2)C(C)C)cc1 (stereo not given)
    0.2, 4, -2, ., 0.9, -4, -0.7, 5, -12
- O=C(CCn1cccc1)Nc1ccc(F)cc1
    ., -2, -12, -1.8, -0.4, -1, 0.9, -15, -8
- O=C(N/N=C/c1ccccc1)c1ccc(NC(=O)c2ccc(F)cc2)cc1
    1.7, -1, 17, -6.4, -1.3, 10, 0.2, 6, -12
- CC(=O)N1CCc2c(sc(NC(=O)c3ccc(S(=O)(=O)N(C)CC4CCCO4)cc3)c2C(N)=O)C1 (stereo not given)
    -0.2, 17, 3, -2.0, 0.3, -10, ., -4, 4
- O=C(NCc1ccco1)c1ccccc1Br
    ., 2, -4, -3.5, -0.1, -6, -0.4, 5, -2
- Cc1ccc(NC(=O)Cc2ncc(C(F)(F)F)cc2Cl)cc1Cl
    ., -2, 12, -3.7, 0.2, 0, -1.1, 0, 7
- COc1ccccc1N(CC(O)Cn1ccnc1C)S(=O)(=O)c1ccccc1 (stereo not given)
    -1.1, 12, 0, 0.1, -0.5, -10, -0.7, -2, 3
- CN(C1CCCCC1)S(=O)(=O)c1ccc2c(c1)CCC(=O)N2
    2.0, 4, -7, -4.1, 0.9, -5, -0.3, 5, 2
- COc1cccc2cc(C(=O)N3CCN(C/C=C/c4ccccc4)CC3)c(=O)oc12
    ., 37, 9, 0.5, -2.3, -9, -0.8, 1, -39
- FC(F)(F)c1nc2ccccc2n2c(-c3c(Cl)cccc3Cl)nnc12
    ., -5, 9, -0.3, -0.5, 4, -1.4, 2, 1
- COc1ccccc1C(=O)NNC(=O)c1csc(N2CCOCC2)n1
    1.5, 4, 13, -4.8, -1.3, 2, -0.9, -2, -1

# Reprinted from the part before: 3 entries, followed by the next part.
# Every second line gives: TcdB GH inh, Y pestis TopoI, CCHFV vOTU inh, FadD28 binding, BoNT A protease, PrPC surface inh, PfHsp40 rescue, Anthrax LF prot, BoNT-F LC inh
- COc1cccc2cc(C(=O)N3CCN(C/C=C/c4ccccc4)CC3)c(=O)oc12
    ., 37, 9, 0.5, -2.3, -9, -0.8, 1, -39
- FC(F)(F)c1nc2ccccc2n2c(-c3c(Cl)cccc3Cl)nnc12
    ., -5, 9, -0.3, -0.5, 4, -1.4, 2, 1
- COc1ccccc1C(=O)NNC(=O)c1csc(N2CCOCC2)n1
    1.5, 4, 13, -4.8, -1.3, 2, -0.9, -2, -1
- O=C(OCC(=O)N1N=C(c2ccc(Cl)cc2)CC1c1ccco1)c1cccnc1 (stereo not given)
    0.3, 20, -2, -1.8, 1.5, 2, 0.3, -7, 13
- O=C(COc1ccccc1)N=C1SC2CS(=O)(=O)CC2N1c1ccc(F)cc1F (stereo not given)
    -10, 0, -5, -1.3, -2.0, 7, 0.9, -3, 4
- CC(C)(c1ccccc1)c1ccc(OCC(O)CNC2CCN(Cc3ccccc3)CC2)cc1 (stereo not given)
    0.8, 2, 0, -10, 0.6, -24, 1.9, -4, -17
- N#CCc1c(C#N)c(N)nc(N2CCCC(CO)C2)c1C#N (stereo not given)
    0.0, 5, 0, -4.7, 0.2, -1, 0.2, -1, -1
- COc1ccc(C2C=C(c3ccccc3)Nc3nnnn32)cc1 (stereo not given)
    0.6, 8, -5, -1.4, 0.2, 4, 1.5, -2, 4
- COc1ccccc1C1SCCN1S(=O)(=O)c1ccccc1 (stereo not given)
    1.8, 2, 2, -4.3, -0.3, -2, ., 3, 4
- COCCn1c(SCC(=O)NNC(=O)c2ccc(OC)c(OC)c2)nc2ccccc2c1=O
    0.3, 3, 24, -2.5, -0.2, 1, 0.5, -6, 2
- CCN1CCN(c2ccc(N)cc2)CC1
    -29, -9, -11, -4.1, -0.8, -5, -0.4, -20, -44
- COc1ccc(N(CC(=O)NCc2ccccc2OC)S(=O)(=O)c2ccccc2[N+](=O)[O-])c(OC)c1
    1.3, 35, -16, -5.1, 0.6, -10, 0.7, -9, -6
- C=CCC[C@@H](Cc1ccc(F)cc1)C(=O)OC[C@@H](NC(=O)[C@H](CC=C)CC(=O)NCCO)C(C)(C)C
    1.5, 1, 3, -1.1, -0.2, -6, 0.3, 3, -3
- Cc1ccccc1C(=O)NNC(=O)C1CC(=O)N(Cc2ccccc2)C1 (stereo not given)
    -1.1, 4, -4, 0.3, -2.1, -6, 0.1, -2, -7
- O=C(CN(Cc1ccc(F)cc1)C(=O)CCC(=O)Nc1ccccn1)NCCc1ccccc1
    1.2, 28, -12, 0.1, -0.4, 7, 0.8, 3, 1
- Cc1nc(Cc2nnc(SCC(=O)N3CC(=O)Nc4ccccc43)o2)cs1
    4.5, 1, -2, -0.1, -0.1, 7, -0.5, -3, -8
- Cc1cc(=O)oc(C)c1C(=O)OCC(=O)c1ccc(Cl)cc1
    ., 4, 4, -4.0, 0.2, -2, 1.0, -1, -10
- O=C1CCCC(=O)C1CS(=O)(=O)c1ccccc1
    -0.8, 6, 9, -0.8, 0.7, -7, 0.0, -6, 4
- Cc1cc(=O)oc(C)c1C(=O)Nc1ccc(Cl)cn1
    ., 4, -4, -3.8, 0.1, -5, -1.3, 2, 4
- CC(N)=Nc1ccc([N+](=O)[O-])cc1
    ., -4, 4, -4.4, -0.2, -12, -1.1, 0, 0
- O=C(c1cccc([N+](=O)[O-])c1)N1CCCC(C(=O)N2CCCCCC2)C1 (stereo not given)
    0.7, -1, -13, -1.5, ., -8, 1.0, ., .
- Cc1ccc(S(=O)(=O)N(Cc2n[nH]c(=S)n2-c2ccccc2)c2ccccc2)cc1
    1.9, 2, -11, -2.3, 0.8, -4, 0.1, -2, 8
- CC(NC(=O)c1ccccc1C(=O)O)c1ccc(-n2ccnc2)cc1 (stereo not given)
    0.1, -18, 10, -2.1, -0.7, 2, -1.5, -2, ?
- CCOC(=O)C1=C(N)Oc2cc(O)ccc2C1c1cccnc1 (stereo not given)
    ., -8, -3, -1.5, -0.3, 1, 0.0, -9, -6
- Cc1ccc(-c2noc(CCC(=O)Nc3ccc4c(c3)OCO4)n2)cc1
    ., -4, 7, -0.6, -0.6, 11, -0.9, -4, -8
- CON(C)S(=O)(=O)c1cccc(C(=O)N(CC(=O)Nc2ccccc2C(F)(F)F)Cc2ccco2)c1
    1.1, 17, 14, -3.3, 1.9, -1, 0.2, 2, -8
- CCOC(=O)C(=O)Nc1ccccc1C#N
    -0.4, 6, -4, -0.6, -0.5, 2, 6.3, -2, -2
- COc1ccccc1/C=C/C(=O)NC(=S)NC(C)C
    1.7, 3, -14, -4.1, 0.0, 3, 8.3, -1, -2
- N#CCSc1nc2ccc(N3CCCCC3)cc2c(=O)n1Cc1ccccc1
    ., 0, 10, -1.2, -1.1, 2, -0.6, 2, 3
- Nc1nnc(CC(=O)N/N=C/c2ccccc2OCc2ccccc2F)s1
    1.2, 20, -4, -0.6, -0.7, 6, -0.2, -8, -6
- Cn1c(Cn2c(=O)sc3ccccc32)nnc1SCC(=O)Nc1cccc(F)c1
    1.0, 5, 7, -3.6, -0.3, 8, 1.2, -1, -2
